USP1-UAF1 inh – Inhibitors of USP1/UAF1: Primary Screen | Ubiquitin carboxyl-terminal hydrolase 1 (Homo sapiens), O94782 | recombinant USP1/UAF1, Ub-Rhodamine cleavage fluorescence | Potency, µM (series often up to 57.1 µM), for inactives: at the top dose activity change, negative = inhibition, usual class: inhibitors | 390,000 compounds, 0.23% hits | AID 743255, 2014; note: potency is the fitted concentration of half-maximal effect; % is set by controls: 0 for no effect and ±100 for the full control effect; nearly all actives have a fitted effect of over 60% in size; inactives centre near -12
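High-throughput fluorogenic screen: 1nM USP1/UAF1 complex, Ub-Rho substrate 150nM final, 50mM HEPES pH 7.8 with 0.5mM EDTA, 0.1 mg/ml BSA, 1mM TCEP and 0.01% Tween-20.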
Pin1 inhibitor – qHTS Assay to Find Inhibitors of Pin1; Pin1 FP peptide displacement, HiFluor488, 10 min; Peptidyl-prolyl cis-trans isomerase NIMA-interacting 1 (Homo sapiens), Q13526; Potency, µM (top dose mostly 115 µM), inactives show at the highest dose activity, negative = inhibition, most hits filed as inhibitors; 390,000 compounds, 0.009% hits; AID 504891, 2011; active = well fitted inhibition curve with a large enough effect in the polarisation, with a control signal flat, not every such curve was filed as active; inconclusive = small, poorly fitted or top-dose-only effect, or effect the other way, or a change in a side signal; inactive = no such curve, though single readings can be large or run the other way; the % refers to the polarisation; note: potency is the fitted concentration of half-maximal effect; % is set by controls: 0 for no effect and ±100 for the full control effect
Target sequence (Q13526 whole entry, looked up): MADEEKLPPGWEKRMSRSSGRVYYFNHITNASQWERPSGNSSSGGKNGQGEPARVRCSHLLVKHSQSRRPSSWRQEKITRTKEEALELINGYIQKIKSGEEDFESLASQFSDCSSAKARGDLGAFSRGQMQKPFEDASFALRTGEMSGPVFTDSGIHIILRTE
TRHR agonist – qHTS for Small Molecule Agonists and Allosteric Enhancers of Human TRH Receptor: Primary Screen for Agonists | TRHR cells, calcium flux fluo-8, FDSS agonist mode | 360,000 compounds, 0.18% hits | activation, % at 2 µM | Thyrotropin-releasing hormone receptor (Homo sapiens), P34981 | AID 493084, 2011; in the data active = activation above about 30%; note: 0% is about no effect
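TRHR-expressing cells, plated overnight in medium with 10% serum, were loaded with fluo-8 calcium dye at room temperature. After a 10 s baseline, library compound was pin-added and calcium release was recorded kinetically (ex 480/em 530) as agonist response.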
D2 agonist – HTS Assay for Allosteric Agonists of the Human D2 Dopamine Receptor: Primary Screen for Agonists; D(2) dopamine receptor (Homo sapiens), P14416; HEK293 T-REx D2 cells, calcium flux agonist mode; activation, % at 2 µM; 340,000 compounds, 0.53% hits;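 active = activation over 3 SD above normal in the single-dose calcium agonist read, cut at about 30% in these data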; note: 0% is about no effect
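HEK293 Trex D2 cells, tetracycline-induced, o/n 30 C 5% CO2; no-wash Ca dye, RT 30–90 min; 10-cycle baseline, 23 nl cpd added, kinetic Ca read 180 s; agonist hits = positive Ca response.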
mIDH1 inhibitor – qHTS for Inhibitors of mutant isocitrate dehydrogenase 1 (IDH1): qHTS; IDH1-R132H enzyme, NADPH consumption, diaphorase/resazurin fluorescence; Potency, µM (top dose mostly 76.6 µM), without a hit: at the top dose activity change, negative = inhibition, most hits filed as inhibitors; 390,000 compounds, 0.093% hits; AID 602179, 2012; note: potency is the fitted concentration of half-maximal effect; % is set by controls: 0 for no effect and ±100 for the full control effect; nearly all actives have a fitted effect of over 65% in size
Target sequence (O75874 whole entry R132H, stated change not applied): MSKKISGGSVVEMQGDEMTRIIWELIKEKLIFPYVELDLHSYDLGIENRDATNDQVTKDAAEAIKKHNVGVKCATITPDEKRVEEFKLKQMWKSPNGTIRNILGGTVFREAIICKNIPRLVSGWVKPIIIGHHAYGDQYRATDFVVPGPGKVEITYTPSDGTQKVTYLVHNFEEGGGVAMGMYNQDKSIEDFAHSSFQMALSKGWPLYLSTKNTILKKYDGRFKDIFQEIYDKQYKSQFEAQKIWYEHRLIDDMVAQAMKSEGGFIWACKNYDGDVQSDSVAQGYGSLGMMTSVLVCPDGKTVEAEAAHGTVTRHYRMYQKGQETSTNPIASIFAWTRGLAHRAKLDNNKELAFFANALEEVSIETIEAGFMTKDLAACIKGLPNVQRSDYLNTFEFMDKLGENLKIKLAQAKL
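IDH1-R132H (0.5 ug/mL dispensed) in pH 7.5 Tris buffer was preincubated 30 min with compound, then given a substrate mix of 0.016 mM NADPH and 2 mM alpha-KG for 80 min at room temperature; remaining NADPH was read by diaphorase/resazurin fluorescence.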
TRHR enhancer – qHTS for Small Molecule Agonists and Allosteric Enhancers of Human TRH Receptor: Primary Screen for Enhancers | enhancement, % at 2 µM | 360,000 compounds, 0.66% hits | AID 493056, 2011 | TRHR cells, fluo-8 calcium fluorescence, EC20 TRH enhancement | Thyrotropin-releasing hormone receptor (Homo sapiens), P34981; in the data active = enhancement above about 30%; note: 0% is about no effect
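Enhancer read-out: after compound pinning and an initial kinetic agonist-mode read, an EC20 of TRH (10 nM final) was injected and fluo-8 calcium signal (Ex 480/Em 530) followed at 1 s/cycle for 100 cycles in TRHR-expressing cells.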
TrxR1 substrate – qHTS Assay for Substrates of Mammalian Selenoprotein Thioredoxin Reductase 1 (TrxR1): qHTS. Thioredoxin reductase 1, cytoplasmic (Rattus norvegicus), O89049. purified TrxR1 substrate turnover, NADPH consumption readout. Potency, µM (doses to about 114 µM), for inactives: at the highest dose activity change, negative = substrate turnover. 390,000 compounds, 0.01% hits. AID 588456, 2011; note: potency is the fitted concentration of half-maximal effect; % is set by controls: 0 for no effect and ±100 for the full control effect; nearly all actives have a fitted effect of over 50% in size
Target sequence (O89049 whole entry, looked up): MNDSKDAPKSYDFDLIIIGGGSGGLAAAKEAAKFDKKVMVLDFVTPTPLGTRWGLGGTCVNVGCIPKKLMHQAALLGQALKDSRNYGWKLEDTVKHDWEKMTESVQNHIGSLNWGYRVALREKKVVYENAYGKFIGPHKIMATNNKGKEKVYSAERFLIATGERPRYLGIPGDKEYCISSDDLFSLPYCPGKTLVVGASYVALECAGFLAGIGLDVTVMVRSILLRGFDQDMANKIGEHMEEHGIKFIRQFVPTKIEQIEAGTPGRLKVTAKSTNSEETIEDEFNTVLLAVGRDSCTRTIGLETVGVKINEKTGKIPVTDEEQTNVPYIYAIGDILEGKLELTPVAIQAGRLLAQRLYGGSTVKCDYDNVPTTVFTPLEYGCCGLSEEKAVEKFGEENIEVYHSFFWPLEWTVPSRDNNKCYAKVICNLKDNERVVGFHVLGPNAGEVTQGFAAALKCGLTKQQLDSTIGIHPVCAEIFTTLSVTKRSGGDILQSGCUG
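Rat TrxR1, dispensed at 90 nM, was prereduced with 400 uM NADPH (final) for 5 min at ~22 deg C, then incubated with compound 15 min before 400 uM selenite. A first-read NADPH fluorescence drop versus no-compound background flagged substrates.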
TrxR1 inh – qHTS Assay for Inhibitors of Mammalian Selenoprotein Thioredoxin Reductase 1 (TrxR1): qHTS; Potency, µM (top dose mostly 114 µM), for the others: top-dose activity change, negative = inhibition, usual class: inhibitors; recombinant rTrxR1, NADPH fluorescence consumption, selenite substrate; Thioredoxin reductase 1, cytoplasmic (Rattus norvegicus), O89049; 390,000 compounds, 1% hits; note: potency is the fitted concentration of half-maximal effect; % is set by controls: 0 for no effect and ±100 for the full control effect; nearly all actives have a fitted effect of over 65% in size
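Rat TrxR1 (90 nM in the dispensed reagent) was pre-reduced with 400 uM NADPH for 5 min at room temperature, then incubated with compound for 15 min. After 400 uM selenite was added, NADPH fluorescence (Ex 340/Em 450 nm) was followed for 8 min.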
D2 antagonist – HTS Assay for Allosteric Antagonists of the Human D2 Dopamine Receptor: Primary Screen for Antagonists; AID 485344, 2010; D(2) dopamine receptor (Homo sapiens), P14416; HEK293 TREx D2 cells, calcium flux, dopamine EC80; 340,000 compounds, 2% hits; inhibition, % at 10 µM; in the data active = inhibition above about 30%; note: 0% is about no effect
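Compounds are added to dye-loaded, induced HEK293 T-REx cells coupled to calcium release via D2; after a 3 min kinetic read an EC80 dopamine stimulus is given and fluorescence is recorded for 3 more min.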
* = called active by the depositor; ? = inconclusive; / = not tested or not shown; [ ] = remark or other dose. Unless noted, calls come from the whole dose curve; as a rule, active = well fitted inhibition curve with a large enough effect; inconclusive = small, poorly fitted or top-dose-only effect; inactive = no such curve, though single readings can be large or run the other way.

SMILES | USP1-UAF1 inh | Pin1 inhibitor | TRHR agonist | D2 agonist | mIDH1 inhibitor | TRHR enhancer | TrxR1 substrate | TrxR1 inh | D2 antagonist
Cc1cc(C)c2c(c1)c(C)cc1nnc(SCC(=O)c3ccc(F)cc3)n12 | ? | -4% | -0.5 | -1.1 | 25% | 2 | 1% | 5% | /
CC(=O)Nc1ccc(S(=O)(=O)NC2=NCN(c3ccc([N+](=O)[O-])cc3)CN2)cc1 | -15% | 5% | 1.3 | -0.9 | -14% | 4 | -2% | 5% | 3
COC(=O)C[C@H](NC(=O)Cn1cc(C)c(=O)[nH]c1=O)C(=O)OC | -5% | 1% | / | / | -4% | / | -4% | -10% | /
COc1cccc(CNCCCSc2nnnn2C)c1 | 7% | -11% | -0.3 | -1.9 | 6% | 1 | -7% | 9% | /
NNC(=O)c1ccc(COc2ccccc2)cc1 | -17% | -2% | 0.7 | 0.3 | 10% | -1 | 1% | 18% | 3
N#Cc1ccccc1NC(=O)c1ccc(-c2ccccc2Cl)o1 | -15% | 2% | -0.2 | -2.4 | 2% | -6 | 49%[activator] | 27% | -11
O=C1N(Cc2cccnc2)C[C@@H]2C[C@@H](c3ccc(-c4ccccc4)cc3)N3CCC[C@@]123 | -6% | ? | -1.7 | -0.3 | 4% | 10 | 7% | -51% | 10
O=C(Cn1ncc2c3ccccc3n(Cc3ccccc3)c2c1=O)NC1CCCC1 | -18% | 5% | 0.1 | -0.3 | -7% | 8 | 3% | 7% | 12
Cc1ccc(C(=O)CCC(=O)Nc2ccccc2C)cc1C | -25% | 0% | -0.7 | -0.6 | 1% | 4 | 3% | 14% | 7
O=C(Nc1ccc(F)cc1)N1CCN2C(=O)c3ccccc3C12c1ccccc1 (stereo not given) | -8% | 0% | -0.3 | / | -2% | 1 | -7% | -2% | /
COCCNC(=S)N1CCCC(CO)C1 (stereo not given) | -25% | 2% | 0.2 | -0.1 | 0% | 2 | 6% | 10% | -6
Cc1ccc(C)c(N(CC(=O)NC2CCCC2)S(=O)(=O)c2ccccc2)c1 | -12% | 0% | 0.8 | 0.9 | 6% | 5 | -7%[57.1 µM] | 8% | -8
CCOc1ccc(-c2nc(-c3ccccc3C)no2)cc1 | / | / | 1.6 | 0.7 | / | -8 | / | / | 53*
Cc1cccc(N2C(=O)CCC2=O)c1 | 0% | 4% | 1.0 | 0.1 | 3% | -1 | -8% | -1%[57.1 µM] | 13
CC1CCc2c(sc3ncnc(NCc4cccnc4)c23)C1 (stereo not given) | -11% | 0% | -0.8 | -1.1 | -3% | -5 | -1% | 26% | 2
COc1ccc(CC(=O)N2CCc3cc(OC)c(OC)cc3C2COc2ccc3c(C)cc(=O)oc3c2)cc1OC (stereo not given) | -15% | 2% | -0.3 | 0.5 | -1% | 3 | 19% | 12% | /
O=S(=O)(NCCc1ccccn1)c1cc(Cl)cc(Cl)c1O | -19% | 2% | 0.3 | 0.7 | 12% | 2 | -2% | 10% | 0
O=S(=O)(c1ccc(Nc2ccc3c(c2)OCO3)nc1)N1CCOCC1 | 0% | -3% | 0.0 | 0.7 | 2% | 2 | -2% | 5% | 1
CCC1CCCCN1CCCNC(=O)c1cc2c(Cl)nc3ccc(C)cc3c2s1 (stereo not given) | -10% | 14% | 1.3 | / | 1% | 5 | 1% | 2% | /
O=C(c1cc2ccccc2cc1OCC(O)CN1CCCCC1)N1CCCCC1 (stereo not given) | -16% | -12% | -0.2 | 0.2 | -16% | 1 | -2%[57.1 µM] | 4%[57.1 µM] | 1
COCCNC(=O)c1cccc(Nc2nc(-c3ccccc3)c3cc(Cl)ccc3n2)c1 | -7% | 14% | 0.8 | -1.2 | -2% | 1 | -1% | -1% | 0
COc1ccc(S(=O)(=O)N(CCc2ccccc2)CC(=O)O)cc1OC | -23% | 4% | 0.7 | 0.2 | 5% | -9 | 11% | 16% | -11
C#CCN1CC(C)/C(=N/O)CC1C (stereo not given) | 2% | -5% | 0.6 | / | 9% | -5 | 9%[57.1 µM] | 13%[57.1 µM] | /
O=C(c1cc(S(=O)(=O)N2CCOCC2)ccc1F)N(CCc1ccccc1)Cc1ccccc1 | -12% | 0% | 1.4 | 1.1 | 12% | -4 | 5%[57.1 µM] | 13%[57.1 µM] | 6
CN(Cc1cn(C)nc1-c1cccc(Cl)c1)CC1CCCCO1 (stereo not given) | -18% | -11% | -0.2 | 0.7 | -5% | -7 | 9% | 18% | 9
O=C(Nc1ccc(Br)cc1)/C(=C/c1cccc([N+](=O)[O-])c1)NC(=O)C1CCCCC1 | -11% | 6% | 0.7 | 1.1 | 2% | -4 | -1%[57.1 µM] | 3%[57.1 µM] | -1
COc1cccc(N2CCN(S(=O)(=O)c3ccc(-c4cc(C(F)(F)F)on4)s3)CC2)c1 | -2% | -1% | 0.3 | 0.7 | -6% | -2 | -2%[57.1 µM] | 14%[57.1 µM] | /
CC1CN(C(=O)c2cc(S(=O)(=O)N3CCCC3)c(Cl)cc2Cl)CC(C)O1 (stereo not given) | -3% | 0% | -0.1 | 0.1 | 0% | 0 | 4% | 17% | -21
Cc1ccc(OCC(=O)N(Cc2ccc(N(C)C)cc2)CC2CCCO2)cc1C (stereo not given) | -14% | -4% | -1.4 | -1.1 | 13% | -6 | 1% | 14% | /
CCC(CC)c1nnc(NC(=O)CCc2ccccc2OC)s1 | -22% | 14% | 0.5 | 0.4 | -1% | 9 | -1% | 6% | 3
Cc1csc2nc(COC(=O)c3ccc(F)cc3)cc(=O)n12 | -16% | -4% | 0.0 | 0.8 | 13% | -2 | 6%[57.1 µM] | 10%[57.1 µM] | /
CC(C)(C)NC(=O)c1cc(NC(=O)c2ccco2)cc(NC(=O)c2ccco2)c1 | 2% | -3% | 0.4 | 0.8 | 0% | 4 | -3% | ? | 1
COc1cc(OC)cc(C(=O)O/N=C(\N)c2cccc(C)c2)c1 | -20% | 3% | -2.3 | -0.4 | -7% | 1 | -6% | 12% | 17
CCCC1=Nc2cc(C(=O)NCc3ccco3)ccc2Sc2ccccc21 | -18% | 18% | -0.5 | 0.6 | 4% | 8 | -9% | -21% | 4
CCCn1nc(Oc2nc(N(C)C)nc(N(C)C)n2)ccc1=O | -10% | 0% | 0.0 | / | -1% | 10 | 6%[57.1 µM] | 14%[57.1 µM] | /
Cc1ccc(-n2ncc3c(Nc4ccc5c(c4)OCCO5)ncnc32)cc1C | -25% | 1% | 0.2 | 0.1 | 56%[activator] | 5 | 2%[57.1 µM] | 6%[57.1 µM] | /
O=C(N1CCCCC1)N1CCC(c2nc3ccccc3[nH]2)CC1 | -18% | -1% | -1.4 | -2.0 | -5% | 7 | -2% | 6% | -9
CC(=O)Nc1ccc(S(=O)(=O)N(C)CC(=O)OCC(=O)N(C)C2CCS(=O)(=O)C2)cc1 (stereo not given) | -3% | 5% | 0.0 | 0.6 | 9% | -11 | 10% | 37%[activator] | 28
O=C(COC(=O)c1cc([N+](=O)[O-])ccc1NCCO)Nc1cccc(S(=O)(=O)N2CCCC2)c1 | -3% | -3% | 0.3 | 1.3 | -10% | -1 | -9% | 3% | 5
CCC(=O)Nc1ccc(NC(=O)CCc2ccccc2)cn1 | -20% | -3% | 0.3 | 2.4 | -7% | 14 | 4% | 12% | 4
O=C(CN1C(=O)NC2(CCCC2)C1=O)Nc1cc(S(=O)(=O)N2CCOCC2)ccc1OCC(F)(F)F | 8% | -5% | 0.4 | 0.3 | 6% | -7 | -12% | -12% | -5
O=C(CC1N=C2c3ccccc3N=C(SCc3ccc(Cl)cc3)N2C1=O)NC1CCCCC1 (stereo not given) | -9% | -2% | -0.1 | -0.2 | -7% | 27 | 2%[57.1 µM] | 14%[57.1 µM] | /
COCc1cc(C)nc2sc(C(=O)Nc3cc(C)ccc3F)c(N)c12 | -25% | 0% | -0.4 | -0.1 | / | -3 | 14% | -4% | /
COCCCN1C(=O)N(c2ccc(F)cc2)C(=O)C1CC(=O)Nc1ccc(OC)cc1 (stereo not given) | -20% | 0% | -0.3 | 0.9 | -5% | -2 | 0% | 18% | -2
CC(=O)c1c(C)[nH]c(C(=O)OCc2ccc([N+](=O)[O-])cc2)c1C | -11% | 0% | -0.7 | -0.6 | -4% | 0 | 5% | 16% | -6
CC(C)[Si]1(C(C)C)OCC2OC(n3cnc4c(N)ncnc43)C(N)C2O[Si](C(C)C)(C(C)C)O1 (stereo not given) | -21% | ? | / | / | 6% | / | -20% | -8% | /

An excerpt from above with just mIDH1 inhibitor, TrxR1 substrate and D2 antagonist.
mol | mIDH1 inhibitor | TrxR1 substrate | D2 antagonist
Cc1ccc(C)c(N(CC(=O)NC2CCCC2)S(=O)(=O)c2ccccc2)c1 | 6% | -7%[57.1 µM] | -8
CCOc1ccc(-c2nc(-c3ccccc3C)no2)cc1 | / | / | 53*

Compound activity as filed in PubChem.

These rows are one share of the data (hit frequency here may not be typical).
